# ABHD4 inh = ABHD4 inhibitors, primary screen, biochemical, fluorescence polarization, mouse; purified mABHD4, FP-Rh probe fluorescence polarization; inhibition, % at 8.92 µM; 370,000 compounds, 0.54% hits;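 active = inhibition exceeding the mean over every tested compound plus 3 SD, cut at about 30% in these data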;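 note: 0% = plate median of compound wells and 100% = S159A mutant with DMSO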
#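 system = mouse ABHD4 enzyme, wild type | medium = HEPES pH 7.0, NaCl, Pluronic buffer | also added = FP-Rh probe | incubation = Enzyme–compound pre-incubation 45 min, then probe 60 min, both 25 °C | technique = fluorescence polarization, excitation 525 nm, emission 598 nm, BODIPY TMR filters | controls = S159A mutant high control, sample median low control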
# SIAE primary = human SIAE inhibitors, primary screen, biochemical, fluorescence polarization, FP-Rh probe, 1536-well HTS. SIAE FP-Rh probe binding. 370,000 compounds, 0.69% hits. AID 1053197, 2014. inhibition, % at 9.66 µM. Sialate O-acetylesterase (Homo sapiens), Q9HAT2;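 active = inhibition above a cutoff: mean of compounds within the control limits plus 3 SD of those, cut at about 17% in these data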;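 note: 0% = plate median of compound wells and 100% = probe without SIAE protein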
# LEDGF integ inh = blockers of LEDGF/p75-dependent integrase strand transfer – biochemical, TR-FRET, high throughput, primary screen; TR-FRET IN-LEDGF/p75 DNA integration, Eu/Cy5; HIV-1 integrase (with human LEDGF/p75); AID 743269, 2014; inhibition, % at 3.7 µM; 370,000 compounds, 0.64% hits;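 active = inhibition above the screen-wide mean plus 3 SD, cut at about 13% in these data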;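 note: signal is the Cy5 over europium emission ratio at 671 and 618 nm; 0% = plate median of compound wells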
# DDE Tn7 FP inh = inhibitors of Tn7 peptide binding to fibrin DD(E), primary screen, biochemical, fluorescence polarization, human fibrin, Tn7 probe; 370,000 compounds, 0.13% hits; Fibrinogen beta chain (Homo sapiens), P02675; FP displacement of FITC-Tn7 peptide from fibrin DD(E); 0% = median of compound wells per plate; inhibition, % at 8.3 µM;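 active = inhibition above the mean of compounds falling within the control limits plus 3 SD of them, cut at about 14% in these data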;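 note: 0% = plate median of compound wells and 100% = 10 µM Aha-Tn7 peptide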
#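 Assay system: Human fibrin DD(E) protein | Medium: Tris buffer with calcium and detergent, pH 7.8 | Reagent: 0.1 µM fluorescent Tn7 | Compound dosing: Single point at 8.3 µM | Times: 10 min preincubation, 3 h with tracer, room temperature | Detection: Fluorescence polarization of the labelled Tn7 tracer | Controls: Aha-Tn7 high control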
# PRMT1 FP inh = PRMT1 methyltransferase inhibitors, primary screen, biochemical, fluorescence polarization. 370,000 compounds, 1.3% hits. recombinant PRMT1, activity-based probe fluorescence polarization. Protein arginine N-methyltransferase 1 (Homo sapiens), Q99873. inhibition, % at 2.79 µM;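 active = inhibition above about 21% made by adding two undisclosed values, limit read from the data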
# TCR-CD3 inh = inhibitors of human TCR-CD3 interaction, primary screen, biochemical, fluorescence, TAMRA-labeled TCR probe. 360,000 compounds, 0.37% hits. inhibition, % at 9.4 µM; in the data active = inhibition above about 19%;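 note: recombinant mutant TCR 2C K166C tagged with TAMRA read by polarization; 0% = receptor in buffer alone and 100% = receptor with positive control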
# UHRF1 binding = UHRF1 methylated DNA binding inhibitors, primary screen, counter-screen for MBD2 inhibitor project, biochemical, TR-FRET, human UHRF1, single concentration; E3 ubiquitin-protein ligase UHRF1 (Homo sapiens), Q96T88; UHRF1 binding to methylated oligo; inhibition, % at 4.4 µM; 370,000 compounds, 0.75% hits; AID 687016, 2013; in the data active = inhibition above about 21%;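 note: UHRF1 SRA domain binding a hemimethylated CpG hairpin DNA probe; 0% = median of test compound wells and 100% = reference inhibitor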
# Target sequence (Q96T88 whole entry, looked up, the tested form may be a part): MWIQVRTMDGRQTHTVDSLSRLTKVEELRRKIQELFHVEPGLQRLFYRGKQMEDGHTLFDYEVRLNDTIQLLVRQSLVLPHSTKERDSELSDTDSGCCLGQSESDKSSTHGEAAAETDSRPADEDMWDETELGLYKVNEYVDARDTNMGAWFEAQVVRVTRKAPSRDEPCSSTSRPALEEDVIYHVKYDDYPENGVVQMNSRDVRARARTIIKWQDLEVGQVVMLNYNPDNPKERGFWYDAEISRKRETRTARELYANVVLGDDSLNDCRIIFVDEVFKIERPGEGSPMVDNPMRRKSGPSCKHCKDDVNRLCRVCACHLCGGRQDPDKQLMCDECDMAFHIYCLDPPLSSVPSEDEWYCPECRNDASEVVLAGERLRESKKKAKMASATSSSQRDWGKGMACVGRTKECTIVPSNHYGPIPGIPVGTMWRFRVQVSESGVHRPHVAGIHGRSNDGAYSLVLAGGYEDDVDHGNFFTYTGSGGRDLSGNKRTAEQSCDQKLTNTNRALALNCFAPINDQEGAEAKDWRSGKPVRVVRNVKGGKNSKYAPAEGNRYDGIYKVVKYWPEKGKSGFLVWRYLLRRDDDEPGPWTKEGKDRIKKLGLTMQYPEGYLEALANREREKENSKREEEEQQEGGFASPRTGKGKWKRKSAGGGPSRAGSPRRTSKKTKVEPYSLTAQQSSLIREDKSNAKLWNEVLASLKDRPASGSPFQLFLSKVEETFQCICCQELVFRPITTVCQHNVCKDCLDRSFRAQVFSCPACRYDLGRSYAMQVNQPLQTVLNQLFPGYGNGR
# HTRA1 inhibitor = HTRA1 serine protease inhibitors, primary screen, biochemical, fluorescence polarization, HTS | AID 504803, 2011 | inhibition, % at 5.96 µM | 340,000 compounds, 0.5% hits | recombinant HTRA1, FP-rhodamine activity-based probe | Q92743; in the data active = inhibition above about 36%;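 note: 0% = enzyme with DMSO and 100% = wells lacking enzyme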
# PG9 binder = binders of HIV-1 gp120 antibody PG9, primary screen, biochemical, TR-FRET; HIV-1 gp120 / PG9 antibody interaction; TR-FRET gp120-PG9 antibody binding; inhibition, % at 6.7 µM; 360,000 compounds, 0.43% hits; AID 624416, 2012; in the data active = inhibition above about 8.5%
# TDP2 inh = human TDP2 enzyme inhibitors, primary screen, biochemical, epi absorbance, recombinant enzyme; T5PNP hydrolysis, p-nitrophenol absorbance 415 nm; AID 720702, 2013; Tyrosyl-DNA phosphodiesterase 2 (Homo sapiens), O95551; inhibition, % at 12.8 µM; 370,000 compounds, 0.34% hits;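 active = inhibition above the mean of all tested compounds plus 3 SD, set per campaign, cut at about 25% in these data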;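 note: 0% = DMSO with enzyme and 100% = buffer with substrate but no TDP2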
#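 Assay system: Recombinant human TDP2 | Quantity: 120 nM TDP2 per well | Incubation: 2 h at 37 °C | Signal: Epi absorbance | Evaluation: Percent inhibition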
# Numbers without * were called inactive; . = not tested or not shown.
no.	structure	ABHD4 inh	SIAE primary	LEDGF integ inh	DDE Tn7 FP inh	PRMT1 FP inh	TCR-CD3 inh	UHRF1 binding	HTRA1 inhibitor	PG9 binder	TDP2 inh
1	O=C(Nc1nnc(Cc2ccccc2)s1)c1cccnc1	-7	-8	2	4	-5	4	6	6	0.1	-23
2	Cc1ccc(NC(=O)CN2C(=O)S/C(=C/c3ccc(O)c([N+](=O)[O-])c3)C2=O)cc1C	51*	25*	0	-1	2	11	-2	10	-4.1	8
3	COCc1nnc(NC(=O)C2CC(=O)N(C3CCCCC3)C2)s1 (centres undefined)	11	4	-2	-1	4	5	2	5	2.3	-16
4	COc1ccc(CC2CCN(c3ncnc4sccc34)CC2)cc1	-3	1	-3	9	2	.	-3	.	.	1
5	Cn1cc(CC(=O)N2CCN(c3ccccc3F)CC2)c2ccccc21	2	2	5	0	0	6	-7	-7	0.5	0
6	COc1ccc(/C=C/C(=O)OCC(=O)Nc2ccc(C)cc2)cc1S(=O)(=O)N1CCOCC1	-7	0	1	0	-5	5	-4	-4	-3.1	0
7	O=C(Nc1ccccc1Cl)c1cc(C2CCCCN2C(=O)c2cccs2)on1 (centres undefined)	-12	-1	1	0	-1	7	0	.	-0.9	-1
8	COc1cc(CNn2c(C)n[nH]c2=S)cc(Cl)c1OCc1ccc(F)cc1	-2	9	3	-1	7	1	2	-5	0.8	11
9	O=C(NCCOc1ccccc1)C1CCC(=O)N(Cc2ccc(Cl)cc2)C1 (centres undefined)	-3	9	-2	8	-4	9	0	-11	1.3	7
10	CCOc1ccc(NC(=O)CN(C)C(=O)c2cccnc2Sc2ccc(C)cc2C)cc1OCC	1	-4	5	0	0	16	0	-6	0.0	1
11	O=C(Nc1cccc(Cl)c1N1CCOCC1)c1cccnc1	1	-8	-3	0	-5	3	-1	1	-1.9	-8
12	COc1ccc(-n2nnnc2/C=C/Nc2cc(C(F)(F)F)ccc2OC)cc1	-7	-6	2	-1	-1	4	1	-8	-0.1	10
13	CC(C)CCSc1cc(NCCO)c([N+](=O)[O-])c2nonc12	0	8	3	-1	3	11	-12	1	0.6	-4
14	CC12COC3(C(=O)Nc4ccc(Cl)cn4)CC1CCC32C (centres undefined)	-1	6	-2	-4	0	6	-2	7	-0.8	-1
15	CCCN(CC(=O)Nc1ccc(F)c(F)c1F)C(=O)c1ccc2c(=O)n3c(nc2c1)CCC3	-2	4	-1	2	-1	-6	-1	-1	-0.7	4

# Arranged by SMILES length (ascending): part of the list above.
no.	structure	ABHD4 inh	SIAE primary	LEDGF integ inh	DDE Tn7 FP inh	PRMT1 FP inh	TCR-CD3 inh	UHRF1 binding	HTRA1 inhibitor	PG9 binder	TDP2 inh
1	O=C(Nc1nnc(Cc2ccccc2)s1)c1cccnc1	-7	-8	2	4	-5	4	6	6	0.1	-23
12	COc1ccc(-n2nnnc2/C=C/Nc2cc(C(F)(F)F)ccc2OC)cc1	-7	-6	2	-1	-1	4	1	-8	-0.1	10
15	CCCN(CC(=O)Nc1ccc(F)c(F)c1F)C(=O)c1ccc2c(=O)n3c(nc2c1)CCC3	-2	4	-1	2	-1	-6	-1	-1	-0.7	4

# The listing continues.
no.	structure	ABHD4 inh	SIAE primary	LEDGF integ inh	DDE Tn7 FP inh	PRMT1 FP inh	TCR-CD3 inh	UHRF1 binding	HTRA1 inhibitor	PG9 binder	TDP2 inh
16	Cn1cc(/C=C/C(=O)N2CCCC(C(=O)c3cccc(C(F)(F)F)c3)C2)cn1 (centres undefined)	4	4	1	-6	3	-1	1	0	0.5	3
17	COC(=O)[C@]12CCCCC=C1N(Cc1ccc3c(c1)OCO3)C(=O)[C@H](CC(=O)N1CCN(C(=O)c3ccco3)CC1)C2	-5	4	2	-6	-1	12	-2	.	-2.4	0
18	Cc1ccc(C)c(N=Cc2ccc(-c3ccc([N+](=O)[O-])cc3)o2)c1	-4	6	3	0	4	0	1	1	-1.6	-12
19	CC(=O)c1ccc(NC(=O)CCC(=O)N2CC(C)Oc3ccc(C)cc32)cc1 (centres undefined)	2	6	2	-3	3	6	0	-2	-2.1	19
20	CN(C)c1ccc(CN(C(=O)c2ccccc2Br)C2CCS(=O)(=O)C2)cc1 (centres undefined)	-5	6	4	1	0	-12	1	3	-1.9	7
21	CCn1c(=O)cc(SCC(=O)Nc2cccc(SC)c2)c2ccccc21	0	-31	-3	8	-3	-2	-1	1	-7.4	-4
22	COc1ccccc1NC(=O)Nc1nc(CC(=O)NCc2cccnc2)cs1	-2	-2	1	1	0	10	-1	-1	-0.1	-17
23	O=S(=O)(Nc1ccc(O)c(CN2CCCCC2)c1)c1ccccc1	8	-1	-1	-4	2	-3	4	3	-0.4	-5
24	O=C(CSc1nncs1)NCc1ccc(F)cc1	-4	1	0	2	-1	6	-1	-3	-0.7	9
25	Cc1ccc(N(C(=O)c2sc(C)nc2C)C(C(=O)NC(C)(C)C)c2ccncc2)cc1 (centres undefined)	6	3	-1	4	2	3	0	1	1.1	7
26	COC(=O)C1=C(C)NC(=O)NC1c1ccc(OCC(=O)N2CCCCC2)cc1 (centres undefined)	-6	4	0	-1	0	3	2	7	-5.2	-10
27	COc1cc2ccccc2nn1	2	-1	1	-2	1	-11	-1	3	-3.0	-2
28	CC(OC(=O)c1ccc2c(c1)OCCO2)C(=O)c1ccccc1 (centres undefined)	1	-2	7	1	-1	0	-2	-5	-1.8	12
29	O=C(c1ccccc1S(=O)(=O)NCc1ccccc1)N1CCCC1	6	-1	1	2	0	2	0	-5	-1.5	-2
30	Cc1cc(C)cc(NC(=O)OC2CCC23CCCCC3)c1 (centres undefined)	0	-4	1	1	-1	.	-1	.	.	10

# Part of the list above, screen by screen.
(22) COc1ccccc1NC(=O)Nc1nc(CC(=O)NCc2cccnc2)cs1
(23) O=S(=O)(Nc1ccc(O)c(CN2CCCCC2)c1)c1ccccc1
(24) O=C(CSc1nncs1)NCc1ccc(F)cc1
(25) Cc1ccc(N(C(=O)c2sc(C)nc2C)C(C(=O)NC(C)(C)C)c2ccncc2)cc1 (centres undefined)
(26) COC(=O)C1=C(C)NC(=O)NC1c1ccc(OCC(=O)N2CCCCC2)cc1 (centres undefined)
(27) COc1cc2ccccc2nn1
entry no.	22	23	24	25	26	27
ABHD4 inh	-2	8	-4	6	-6	2
SIAE primary	-2	-1	1	3	4	-1
LEDGF integ inh	1	-1	0	-1	0	1
DDE Tn7 FP inh	1	-4	2	4	-1	-2
PRMT1 FP inh	0	2	-1	2	0	1
TCR-CD3 inh	10	-3	6	3	3	-11
UHRF1 binding	-1	4	-1	0	2	-1
HTRA1 inhibitor	-1	3	-3	1	7	3
PG9 binder	-0.1	-0.4	-0.7	1.1	-5.2	-3.0
TDP2 inh	-17	-5	9	7	-10	-2

# Other structures:
no.	structure	ABHD4 inh	SIAE primary	LEDGF integ inh	DDE Tn7 FP inh	PRMT1 FP inh	TCR-CD3 inh	UHRF1 binding	HTRA1 inhibitor	PG9 binder	TDP2 inh
31	COCCCNC(=O)C[C@H]1C[C@@]2(C(=O)OC)C(=C[C@H](COCc3ccccc3)O[C@@H]2C)N(CCc2ccc(OC)c(OC)c2)C1=O	1	-3	4	-7	2	.	0	.	.	-4
32	COC(C[C@@H](O)C[C@@H](O)COCc1ccccc1)OC	4	-1	-1	2	0	5	4	-3	-0.8	6
33	COC(=O)COc1cc(Cl)c(C=O)cc1OC	-1	2	4	-6	2	6	-1	14	-3.6	11
34	CCOc1cccc(NC(=O)C2CCCN(S(=O)(=O)c3ccc(OC)cc3)C2)c1 (centres undefined)	-7	1	2	-2	0	7	-1	-34	-0.6	-1
35	CC(=O)c1ccc(OCCCOc2cccc3cccnc23)cc1	-3	0	5	-4	0	-7	2	0	-0.9	-10
36	CCCCCCNCCn1cnc2c(N)ncnc21	-2	-1	-4	7	-3	6	-1	1	-1.0	-5
37	CCCCOC(=O)Nc1cccc(C(=O)OCC)c1	-4	-1	-1	3	-3	3	-2	-15	-2.8	5
38	CC(=N\Nc1ccc(Cl)cc1)/C(=N/O)C(=O)Nc1ccccc1	5	-2	2	-7	1	1	0	1	-2.1	5
39	Cc1nc2ccc(F)cc2cc1C(=O)NCc1ccco1	2	-8	0	2	0	10	-4	2	-1.6	0
40	Cc1c(N2C(=O)c3ccc(F)cc3C2=O)c(=O)n(-c2ccccc2)n1C	1	0	-1	4	-2	1	-1	2	-0.8	-2
41	CCn1c(SCC(=O)N2CCCCC2C)nc2c1c(=O)n(C)c(=O)n2C (centres undefined)	1	-1	3	-1	2	-2	-1	1	0.7	0
42	CC(=O)Nc1cc(C(=O)N2CCOCC2)ccc1S(=O)(=O)c1ccc(C)cc1	1	-2	0	4	-1	6	-1	5	0.2	-1
43	CCC1CCCCN1CCCNC(=O)CCCNC(=O)Cn1cnc2sc3c(c2c1=O)CCCC3 (centres undefined)	-5	-3	-3	-2	14	-5	9	4	-1.1	-28
44	O=C(N/N=C/c1ccc(Cl)c([N+](=O)[O-])c1)c1cc(-c2ccccc2)nc2ccccc12	-3	8	-4	0	-1	5	-1	-7	-1.4	7
45	COc1ccc(-c2nc(C#N)c(N3CCC(C(N)=O)CC3)o2)cc1OC	-2	-3	0	-9	3	3	1	8	2.1	-1
46	Cc1ccc(-c2csc(C(O)(c3ccccc3)C(F)(F)F)n2)cc1C (centres undefined)	-35	-14	-3	4	-1	0	-2	.	2.4	-8
47	COc1ccc(NC(=O)c2cc(S(=O)(=O)N3CCOCC3)ccc2C)cc1S(=O)(=O)N1CCOCC1	4	5	1	8	-2	4	-2	1	0.0	-6

# Bioassay records: PubChem BioAssay, The Scripps Research Institute Molecular Screening Center
